S aureus QS inh – S. aureus quorum sensing inhibitors, primary screen, RNAIII-GFP reporter, flow cytometry; S. aureus RN6390 RNAIII-GFP reporter, AIP-induced, flow cytometry 3 h; inhibition, % at 2 µM; actives 0.3% (n = 24,000);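 active means share of bacteria positive for the green fluorescent reporter and its mean brightness both inhibited by 50% or more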;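 further: 0% = AIP-stimulated control and 100% = unstimulated bacteria without AIP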
S aureus QS inh GFP MFI % – also measured in S aureus QS inh; calls as there; inhibition, %; measured here: inhibition of GFP MFI
* marks the source's active call; other numbers are inactive results. Only part of the results is shown; rates above refer to the full screens.

SMILES	S aureus QS inh	S aureus QS inh GFP MFI %
Cc1oc2cc(OCC(=O)O)ccc2c(=O)c1Oc1ccccc1	-3	-15
Cc1[nH]nc2c1C1(CCN(C(=O)c3ccccc3)CC1)C(C#N)=C(N)O2	-1	-3
Cc1ccc(C)c(NC(=O)CSc2nnc(-c3ccccc3)o2)c1	-1	0
CCC(CC)C(=O)NCCc1cc2ccc(C)cc2[nH]c1=O	0	2
Cc1ccc(/C=N/n2nnnc2N)o1	0	-4
O=C(c1cc2nc3c(c(C(F)(F)F)n2n1)CCc1ccccc1-3)N1CCN2CCCC2C1 (stereo not given)	-1	-8
COC(=O)c1cc2occc2n1CC(=O)Nc1ccc(OC)c(OC)c1OC	0	35
COc1ccc(OCCCC(=O)Nc2ccc3c(c2)OCCO3)cc1	0	0
COC(=O)Nc1ccccc1C(=O)N1CCCCC1	-2	4
CCOC(=O)N1CCN(C(=O)c2cnn(-c3ccccc3)c2NC(=O)c2ccccc2F)CC1	0	4
CCOc1cc2c(cc1OCC)C(c1cc(OC)c(O)c(OC)c1)NCC2 (stereo not given)	-6	-6
CSC1=C(C#N)C(C)CC(=O)N1 (stereo not given)	0	13
Cc1ccc(N(CN2CCCC2=O)C(=O)c2ccc(C)c(C)c2)cc1	0	11
CCN(CC)CCCN1C(=O)C(=O)/C(=C(/O)c2ccc3c(c2)OCO3)C1c1ccccn1 (stereo not given)	-2	1
COc1ccc(CNC(=O)c2ccc3c(c2)N(C)C(=O)CS3=O)cc1 (stereo not given)	-1	0
COc1ccc(-c2cc(C(F)(F)F)n3ncc(C(=O)NCC4CCCO4)c3n2)cc1 (stereo not given)	0	-3
Cc1ccc(-n2c(=O)cc(N3CC(C)CC(C)C3)[nH]c2=O)cc1 (stereo not given)	-1	8
CCO/C([O-])=N/c1c[n+](N2CCOCC2)no1	1	6
CCN(CC)C(=O)c1cn(C)c2ccc(S(=O)(=O)N(CC)CC)cc2c1=O	-4	-70
CCOc1cccc(NC(=O)C2CC(=O)N(C)C(=Nc3ccccc3)S2)c1 (stereo not given)	5	4
CCCCCn1c(CN2CCN(C(=O)OCC)CC2)nc2c1c(=O)[nH]c(=O)n2C	-3	-16
Cc1ccc(C2CC(=O)NC3=C2C(=O)CCC3)cc1Br (stereo not given)	2	9
CCOC(=O)N1CCC(NC(=O)CCCN2C(=O)CSc3ncccc32)CC1	1	24
COc1ccccc1N1CCN(C(=O)C(Cc2ccccc2)NC(=O)C2CCCCC2)CC1 (stereo not given)	-3	-18
CCOC(=O)CCc1c(C)nc2ncnn2c1C	-1	-9
O=C(CSc1nnc(CNC(=O)c2cccs2)o1)NC1CCCC1	-1	-2
CC(CC(=O)NC1CCSC1=O)c1ccccc1 (stereo not given)	0	12
COc1cccc(-c2nnc(NC(=O)c3ccc(S(=O)(=O)N(CC(C)C)CC(C)C)cc3)o2)c1	14	16
CCN1CCN(c2cc(C)c3cc(NC(=O)c4ccc(Br)o4)ccc3n2)CC1	-4	-10
O=C(c1ccc2c(c1)c(=O)oc1ccccc12)N1CCCCC1	-3	-8
O=C(NC1CCCC1)C(c1ccco1)N(Cc1ccccc1)C(=O)c1csnn1 (stereo not given)	0	-18
COCCNC(=O)c1c[nH]c2ccc(S(=O)(=O)N3CCC4(CC3)OCCO4)cc2c1=O	0	26
CCOc1ccc(-n2c(C)nc3c(cnn3-c3ccc(Cl)cc3)c2=O)cc1	-1	4
COc1ccc(NC(=O)CCCC2=NS(=O)(=O)c3ccccc3N2)cc1	1	4
Cc1cc(C)nc(NS(=O)(=O)c2ccc(N)cc2)n1	-1	0
O=C(Oc1ccccc1)c1cccc(COC(=O)c2cnccn2)c1	0	-2

Full records, quoted from the list. Values in the order: S aureus QS inh | S aureus QS inh GFP MFI %
Profile of COc1ccc(CNC(=O)c2ccc3c(c2)N(C)C(=O)CS3=O)cc1 (stereo not given) : -1 | 0
Profile of CCOc1cc2c(cc1OCC)C(c1cc(OC)c(O)c(OC)c1)NCC2 (stereo not given) : -6 | -6

(listing goes on)
SMILES	S aureus QS inh	S aureus QS inh GFP MFI %
O=C(c1ccc(Cl)cc1)c1coc2ccc(O)cc12	-2	5
CC(NC(=O)COc1ccccc1)C(=O)NC1=NCCS1 (stereo not given)	0	-6
C=CCn1c(=O)/c(=C/c2ccc(O)cc2)s/c1=C(/C#N)c1nnc2n1CCCCC2	0	8
CC1(C)CC(=O)C2=C(C1)N(CCN1CCOCC1)C1=C(C(=O)CC(C)(C)C1)C2c1cccc(F)c1	1	19
COc1ccccc1-n1c(CNC(=O)c2ccc(S(=O)(=O)N3CCOCC3)cc2)n[nH]c1=S	-4	-56
O=c1[nH]c(NC2CCCCC2)nnc1Cc1ccccc1	-3	-34
COc1cc(NS(=O)(=O)c2ccc(NC(=O)CSC3=NCCS3)cc2)nc(OC)n1	0	70
CC(C)OCCCNC(=O)CN1C(=O)CC(C)(C)S(=O)(=O)c2ccccc21	0	3
CCCCN1CN(S(=O)(=O)c2cccs2)c2nc3ccccc3nc21	0	-2
COc1ccc(-c2cc(C(=O)Nc3cnn(Cc4ccccc4C)c3)no2)cc1OC	-6	-23
Cc1cc(=O)n(-c2ccc3ccccc3n2)[nH]1	-2	1
CCC(C)NC(=O)CCC(=O)Nc1ccc2nc(N3CCOCC3)cc(C)c2c1 (stereo not given)	-1	-8
N#Cc1nc(-c2ccc(F)cc2)oc1NCCN1CCOCC1	-3	-3
O=C(O)c1ccc(S(=O)(=O)Cc2ccccc2)cc1	-1	4
COc1ccc(OC)c(-c2nnc(SCC(=O)NC3CCCCC3)o2)c1	0	13
C=C(C)Cn1c(CCNC(=O)C(C)(C)C)nc2ccccc21	5	16
CCc1ccc2nc(NC(=O)CSCc3c(C)noc3C)sc2c1	0	14
CC1CCN(C(=O)c2scc3c2OCCO3)CC1	-2	-26
O=C(c1ccco1)N1CCN(C(=O)c2cc3c(=O)oc4ccccc4c3s2)CC1	1	25
COc1ccc(C2/C(=C(/O)c3ccc(OC(C)C)cc3)C(=O)C(=O)N2CCCN2CCOCC2)cc1 (stereo not given)	8	18
CCN(CC)C(=O)Cn1ncc2c1-c1ccccc1OC2	1	8
CCc1ccccc1NC(=O)c1onc(C)c1Cl	0	-33
CCOCCCNC(=O)C(c1ccccc1)N(Cc1ccc2c(c1)OCO2)C(=O)CNC(C)=O (stereo not given)	-1	0
CC1CCCC(C)N1C(=O)c1cc(-c2ccc(Cl)c(Cl)c2)on1 (stereo not given)	15	27
COc1cccc(-n2nnc3c(=O)n(Cc4c(F)cccc4Cl)cnc32)c1	-9	-27
COc1ccc(NC(=O)Cn2cnc3c(cnn3-c3ccc(C)c(C)c3)c2=O)c(OC)c1	3	-7
CCCCCn1c(CN2CCN(c3cccc(Cl)c3)CC2)nc2c1c(=O)n(C)c(=O)n2C	18	31
O=C(NCCc1ccccc1)C1CCCN(S(=O)(=O)c2cnc[nH]2)C1 (stereo not given)	0	7
CN(c1ccccc1)C(c1ccc(F)cc1)c1nnnn1CC1CCCO1 (stereo not given)	0	4
O=C(Cn1cc2c(n1)CCCCC2)NCCN1CCOCC1	8	26
O=C(O)CC1SC(=Nc2cccc(O)c2)NC1=O (stereo not given)	-2	-10
O=C1c2ccccc2-c2nc3ncnn3c(-c3ccccc3Cl)c21	-2	-3
COc1ccccc1NS(=O)(=O)c1cccc2cccnc12	-8	-12
O=C(Cn1cnc2c(nnn2Cc2ccc(F)cc2)c1=O)NC1CCCC1	-4	-7
CC(C)CN(CC(C)C)S(=O)(=O)N1CCC(C(=O)NCc2ccccn2)CC1	1	25
O=C(CSc1ncccn1)NCc1ccccc1	-1	3
COc1cc(C(=O)Nc2cc(C)ccn2)cc(OC)c1OC	0	16
CC1CCC(NC(=O)C2c3ccccc3C(=O)N2CCCN2CCOCC2)CC1 (stereo not given)	7	19
Cc1cc(N)n2nc(-c3ccccc3)cc2n1	-1	-3
CC1CCN(CCCNC(=O)C2CCC(=O)N2C2CCCC2)CC1 (stereo not given)	1	12
O=C(O)c1[nH]c2ccc(Cl)cc2c1CC(=O)N1CCN(C(=O)c2ccco2)CC1	0	5
CCOC(=O)N1CCN(C(=O)C2CCN(S(=O)(=O)N(CC)CC)CC2)CC1	2	8
COC(=O)c1nnn(CC(=O)Nc2cccc(OC)c2)c1C(=O)OC	0	2
CC(C)c1ccc(C2CC(=O)N3CN(C)CSC3=C2C#N)cc1 (stereo not given)	-5	-8
CCCCN(Cc1cc2cc(OC)ccc2[nH]c1=O)C(=O)COc1ccccc1	3	9
CCc1ccc(-c2nc(CN3CCC(C(=O)NCc4ccco4)CC3)c(C)o2)cc1	-4	-5
Cc1nc(NS(=O)(=O)c2ccccc2)sc1NC(=O)OC(C)C	0	-6
CCn1c(C(=O)N2CCC(C(=O)N3CCN(c4ccccn4)CC3)CC2)cc2sccc21	6	9

For reference, part of the list above.
SMILES	S aureus QS inh	S aureus QS inh GFP MFI %
COc1cc(C(=O)Nc2cc(C)ccn2)cc(OC)c1OC	0	16
CC1CCC(NC(=O)C2c3ccccc3C(=O)N2CCCN2CCOCC2)CC1 (stereo not given)	7	19
Cc1cc(N)n2nc(-c3ccccc3)cc2n1	-1	-3

(next part)
SMILES	S aureus QS inh	S aureus QS inh GFP MFI %
COC(=O)c1cc2ccsc2n1CC(=O)N(C)c1ccccc1	0	1
CCOC(=O)CN1CC23C=CC(O2)C(C(=O)NC2CCCCC2)C3C1=O (stereo not given)	4	8
COc1ccc(CCNS(=O)(=O)c2cccc(C(=O)O)c2)cc1OC	1	1
CC(CCc1ccccc1)NC(=O)CN1CCN(Cc2ccccc2)C1=O (stereo not given)	-2	0
CCOc1ccccc1OCC(=O)NCc1ccco1	0	6
O=C(NCC1CCCO1)C(=O)NCC(c1ccco1)N1CCN(c2ccccc2F)CC1 (stereo not given)	-1	-6
CN(C)CCCNC(CC(=O)Nc1ccc(Cl)cc1)C(=O)O (stereo not given)	0	30
CCOC(=O)c1ccc(NC(=O)C2CCN(S(=O)(=O)c3ccccc3)CC2)cc1	-2	-1
CCOC(=O)N1CCC(NC(=O)c2sc3nc4n(c(=O)c3c2C)CCCC4)CC1	1	4
COc1ccc(N(CC(=O)Nc2cccc(C(=O)O)c2)S(=O)(=O)c2c(C)noc2C)cc1	-1	-41
O=C(Cn1c(=O)[nH]c2ccsc2c1=O)N1CCN(c2ccc(F)cc2)CC1	-2	-8
CC1(C)Cc2noc(N)c2C(C)(C)N1O	-2	-10
O=C(Nc1nnc(-c2ccccc2)o1)Nc1ccccc1Cl	-10	-10
CCOC(=O)N1CCN(C(=O)CCc2c(C)nc3c(c(C)nn3-c3ccc(C)c(C)c3)c2C)CC1	-3	-12
Cc1cc(NC(=O)C2CCCN(S(=O)(=O)c3c(C)noc3C)C2)no1 (stereo not given)	-9	-20
CCn1c(=O)cc(OCC(=O)Nc2ccccc2N2CCN(C)CC2)c2ccccc21	9	15
CCOC(=O)c1sc(=NC(=O)c2ccc(OC)c(OC)c2)n(C)c1C	-7	-13
CN1CCN(CCCNC(=O)Nc2cccc3ccccc23)CC1	-5	-16
Cc1ccc(C)c(N2CCN(C(=O)c3cc4ccccn4n3)CC2)c1	1	14
CCOC(=O)c1[nH]c(C)c(C(=O)N2CCc3ccccc32)c1C	-2	9
COc1ccc(NC(C)=O)cc1NC(=O)CN1CCN(CC(=O)Nc2ccc(Cl)cc2)CC1	1	2
Cc1occc1-c1nnc(SCC(=O)N2CCOCC2)n1Cc1ccco1	4	24
Cc1ccc(S(=O)(=O)Cc2ccc(C(=O)N3CCN(Cc4ccccc4)CC3)o2)cc1	-1	0
CC(=O)c1c(N)n(C)c(=O)n(C)c1=O	-5	-16
CC(C)CC1NC(=O)N(CC(=O)N2CCN(S(=O)(=O)c3ccc(Cl)cc3)CC2)C1=O (stereo not given)	-1	-8
O=C(O)CCn1c(=O)c2ccccc2c2ccccc2c1=O	-2	-11
Cc1oc(-c2ccccc2F)nc1CSCC(=O)NCc1ccc2c(c1)OCO2	-6	-15
CN(C)CCNC(=O)Cn1nc(-c2ccc(Cl)cc2)ccc1=O	1	48
NC(=O)C1(N2CCCCC2)CCN(Cc2ccccc2Cl)CC1	0	1
CCOC(=O)CNC(=O)Cn1cnc2c(nnn2-c2ccc(C)cc2)c1=O	0	16
CC(=O)N1CCCc2cc(S(=O)(=O)NCCC3=CCCCC3)ccc21	6	46

Grouped by structure, the entries above with an NH in an aromatic ring.
SMILES	S aureus QS inh	S aureus QS inh GFP MFI %
Cc1[nH]nc2c1C1(CCN(C(=O)c3ccccc3)CC1)C(C#N)=C(N)O2	-1	-3
CCC(CC)C(=O)NCCc1cc2ccc(C)cc2[nH]c1=O	0	2
Cc1ccc(-n2c(=O)cc(N3CC(C)CC(C)C3)[nH]c2=O)cc1 (stereo not given)	-1	8
CCCCCn1c(CN2CCN(C(=O)OCC)CC2)nc2c1c(=O)[nH]c(=O)n2C	-3	-16
COCCNC(=O)c1c[nH]c2ccc(S(=O)(=O)N3CCC4(CC3)OCCO4)cc2c1=O	0	26
COc1ccccc1-n1c(CNC(=O)c2ccc(S(=O)(=O)N3CCOCC3)cc2)n[nH]c1=S	-4	-56
O=c1[nH]c(NC2CCCCC2)nnc1Cc1ccccc1	-3	-34
Cc1cc(=O)n(-c2ccc3ccccc3n2)[nH]1	-2	1
O=C(NCCc1ccccc1)C1CCCN(S(=O)(=O)c2cnc[nH]2)C1 (stereo not given)	0	7
O=C(O)c1[nH]c2ccc(Cl)cc2c1CC(=O)N1CCN(C(=O)c2ccco2)CC1	0	5
CCCCN(Cc1cc2cc(OC)ccc2[nH]c1=O)C(=O)COc1ccccc1	3	9
O=C(Cn1c(=O)[nH]c2ccsc2c1=O)N1CCN(c2ccc(F)cc2)CC1	-2	-8
CCOC(=O)c1[nH]c(C)c(C(=O)N2CCc3ccccc32)c1C	-2	9
